Bioassay records: PubChem, Broad Institute
DLD1 CTGF mRNA: reduction of CTGF mRNA in DLD1 cells – DLD1 colon cancer cells, RT-qPCR, single point, primary screen (AID 743449); DLD1 CTGF mRNA qPCR, 24 h; active compounds read high; inhibition, % at 12.5 µM; 9,900 compounds, 0.9% hits;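 active means mean normalized replicate activity at least 50 and at least half of replicates each reaching 50; inconclusive means only one of the two criteria met; inactive means neither criterion met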;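 further: 0% = neutral control wells and 100% = dasatinib control wells; higher means stronger suppression of CTGF expression like dasatinib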
Pax4 gene expression: Pax4 mRNA upregulation in alpha cells – RT-PCR, mouse alpha TC1 cells, single point, primary screen (AID 1053180); mouse alpha TC1 cells, Pax4 mRNA qPCR, 6 days; active compounds read high; 100% = Pax4 plasmid added at qPCR; activation, % at 10 µM; 9,600 compounds, 0.2% hits;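 active means highest normalized replicate activity of 15 or more, or at least half the replicates reach 15 or more; inactive means neither condition met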;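 further: pax4 Ct normalized to GAPDH with activation seen as lower delta delta Ct; plate controls were plate neutral control wells for no effect and Pax4 plasmid positive control for full effect; each compound tested in two replicate wells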
* marks the source's active call; other numbers are inactive results; u = inconclusive; x = no result given; & = joins results of further samples.

Screens in order – DLD1 CTGF mRNA	Pax4 gene expression
> CO[C@@H]1CN(C)C(=O)c2ccc(NS(=O)(=O)CC(F)(F)F)cc2OC[C@H](C)N(C(=O)NC(C)C)C[C@H]1C
 : -7.3	0.0
> N#C[C@H]1[C@H](c2ccc(C#Cc3ccc(F)cc3)cc2)[C@H](CO)N1C(=O)Cc1ccncc1
 : -88.2	0.0
> COc1ccccc1C#Cc1ccc([C@@H]2[C@@H](CO)N3CCCCN(C(=O)C4CCC4)C[C@@H]23)cc1
 : u	0.0
> Cc1noc(C)c1C(=O)N(C)C[C@@H]1OCc2ccccc2-c2ccccc2C(=O)N([C@H](C)CO)C[C@@H]1C
 : -11.2	0.0
> C[C@H](CO)N1C[C@H](C)[C@@H](CN(C)C(=O)Nc2ccccc2C(F)(F)F)OCc2cnnn2CCCC1=O
 : u	0.0
> O=C(c1ccccn1)N1CC[C@@H]2[C@H]1c1cc(C#Cc3cccnc3)ccc1N[C@@H]2CO
 : 20.0	0.0
> C[C@@H]1CN([C@@H](C)CO)C(=O)c2c(c3ccccc3n2C)-c2ccccc2CO[C@@H]1CN(C)C(=O)NC1CCCCC1
 : 16.9	0.0
> CN(C)C(=O)C[C@H]1C[C@H]2c3cc(NC(=O)c4cccnc4)ccc3O[C@H]2[C@H](CO)O1
 : -17.4	0.0
> O=C(C[C@H]1CC[C@H]2[C@@H](COC[C@H](O)CN2Cc2nccs2)O1)NCc1ccccc1Cl
 : 19.6	0.0
> C/C=C/c1ccc([C@@H]2[C@H](CO)N(CC3CCCC3)C23CN(S(=O)(=O)CC)C3)cc1
 : -25.3	x
> CO[C@H]1CN(C)C(=O)c2ccc(NC(=O)c3cccc(F)c3)cc2OC[C@@H](C)NC[C@@H]1C
 : -14.2	0.0
> CCS(=O)(=O)N1CCC2(CC1)CN(C(=O)c1cccc(F)c1)[C@@H](CO)c1c2c2ccc(OC)cc2n1C
 : 3.0	0.0
> Cc1ccccc1-c1ccc(C2[C@H]3CNC[C@@H]2N3Cc2ccccn2)cc1 (stereo partly drawn)
 : -11.3&-3.7	0.0&0.0
> NCC[C@H]1CC[C@H](NC(=O)Cc2ccncc2)[C@H](CO)O1
 : -19.6	0.0
> O=C(C[C@@H]1C=C[C@H](NC(=O)Cc2cccnc2)[C@@H](CO)O1)NCc1ccc2c(c1)OCO2
 : -16.3	0.0
> C[C@@H](NC(=O)C[C@H]1CC[C@@H]2[C@H](COc3ccc(NC(=O)C4CCOCC4)cc3C(=O)N2C)O1)c1ccccc1
 : -56.6	0.0
> CO[C@@H]1CN(C)C(=O)c2cc(NC(C)=O)ccc2OC[C@@H](C)N(Cc2ccncc2)C[C@H]1C
 : -17.3	0.0
> C[C@@H]1CC(=O)N[C@H](c2ccccc2)C/C=C\C[C@H](c2ccccc2)NC1=O
 : -4.2	0.0
> C[C@@H]1CN([C@@H](C)CO)C(=O)c2cc(NC(=O)Nc3ccccc3)ccc2O[C@@H](C)CCCCO[C@H]1CN(C)C(=O)Nc1ccccc1
 : u	0.0
> C[C@@H]1CN([C@@H](C)CO)C(=O)CCCn2nncc2CO[C@@H]1CN(C)C(=O)Nc1ccnc(N2CCOCC2)c1
 : -6.0	0.0
> C[C@H]1CN([C@@H](C)CO)C(=O)Cc2cc(NC(=O)CCN3CCOCC3)ccc2O[C@H]1CN(C)Cc1ccc(C(=O)O)cc1
 : 15.2	0.0
> O=C(N[C@H]1C=C[C@@H](CC(=O)N2CCN(c3ccccc3)CC2)O[C@H]1CO)c1ccccc1
 : -15.3	0.0
> C[C@@H]1CN([C@@H](C)CO)C(=O)c2c(c3ccccc3n2C)-c2ccccc2CO[C@@H]1CN(C)Cc1cccc(C(F)(F)F)c1
 : -39.0	0.8
> O=C([C@H]1N[C@H]2c3ccc(-c4ccc(F)cc4)c(=O)n3C[C@H]2[C@@H]1CO)N1CCc2ccccc2C1
 : -2.0	0.0
> Cc1ccccc1-c1ccc([C@@H]2[C@H]3CN(S(C)(=O)=O)CC(=O)N3[C@H]2CO)cc1
 : 17.5	0.0
> O=C1C[C@@H](c2ccccc2)C(=O)N[C@@H](c2ccccc2)C/C=C\C[C@@H](c2ccccc2)N1
 : -71.3	0.2
> Cc1noc(C)c1S(=O)(=O)N(C)C[C@@H]1OCCCC[C@@H](C)Oc2ccc(NC(=O)CCC(F)(F)F)cc2C(=O)N([C@@H](C)CO)C[C@H]1C
 : -4.5	0.0
> COCC(=O)N1CC2(C1)CN(C(=O)Nc1ccccc1F)[C@H](CO)c1[nH]c3cc(OC)ccc3c12
 : -9.7	0.0
> CC(C)C(=O)Nc1ccc2c(c1)C(=O)N(C)[C@@H]1CC[C@@H](CC(=O)NCCc3ccccc3)O[C@H]1CO2
 : -215.8	0.0
> CC(C)[C@H]1COCc2cnnn2CCC[C@H](C)C(=O)N1
 : -15.0	0.0

Remaining list, next part
Screens in order – DLD1 CTGF mRNA	Pax4 gene expression
> N#C[C@H]1[C@H](c2ccccc2)[C@H](CO)N1C(=O)Nc1cccc(F)c1
 : -61.3	0.0
> C[C@@H]1CN([C@H](C)CO)C(=O)Cc2cc(NS(=O)(=O)c3cccs3)ccc2O[C@@H]1CN(C)CC1CCCCC1
 : 1.7	0.0
> O=C(Nc1ccc(F)cc1)N1CC(=O)N2[C@H](CO)[C@H](c3ccc(C4=CCCC4)cc3)[C@@H]2C1
 : -29.4	0.0
> COCC#Cc1ccc([C@H]2[C@@H](CO)N3CCCCN(Cc4cccnc4)C[C@@H]23)cc1
 : 7.7	0.0
> CO[C@@H]1CN(C)C(=O)c2cc(NC(=O)c3nc4ccccc4s3)ccc2OC[C@@H](C)NC[C@H]1C
 : 7.8	0.0
> C[C@@H](O)C#Cc1ccc([C@@H]2[C@H](CO)N3CCCCN(C(=O)c4ccc5c(c4)OCO5)C[C@@H]23)cc1
 : 5.0	0.0
> COc1cccc(CNC(=O)C[C@@H]2CC[C@@H]3[C@@H](COc4ccc(NS(=O)(=O)c5ccccc5F)cc4C(=O)N3C)O2)c1
 : 8.8	0.0
> CC(C)[C@@H]1COCc2cn(nn2)CCCCC(=O)N1
 : -38.8	0.0
> C[C@@H]1CN([C@H](C)CO)C(=O)Cc2cc(N(C)C)ccc2O[C@H]1CN(C)Cc1ccc(-c2ccccc2)cc1
 : -24.6	0.0
> CN1c2ccc(Br)cc2[C@@H]2[C@@H](CCN2S(=O)(=O)c2ccccc2F)[C@@H]1CO
 : 9.3	0.0
> CO[C@H](CN(C)Cc1ccc(-c2ccccn2)cc1)[C@H](C)CN(C(=O)Nc1ccc(F)cc1)[C@@H](C)CO
 : 28.1	0.0
> CCCNC(=O)N1[C@H](CO)[C@@H](c2ccccc2)C12CN(CCC(F)(F)F)C2
 : -12.1	x
> COc1ccc2c3c(n(C)c2c1)[C@@H](CO)N(C)CC31CN(S(=O)(=O)c2cccs2)C1
 : 6.3	0.0
> OC[C@@H]1Nc2ccc(-c3cccc(F)c3)cc2[C@@H]2[C@H]1CCN2Cc1ccc(F)cc1
 : -152.4	0.0
> C[C@H]1CCCCO[C@H](CN(C)C(=O)C2CCCCC2)[C@@H](C)CN([C@@H](C)CO)C(=O)c2cc(NS(=O)(=O)c3ccccc3)ccc2O1
 : -3.9	0.0
> O=C(CN1CCOCC1)N(CC1CCC1)C[C@H]1N[C@H](CO)[C@@H]1c1ccccc1
 : 22.7	0.0
> CO[C@H](CN(C)S(=O)(=O)c1ccc(C)cc1)[C@@H](C)CN([C@@H](C)CO)S(=O)(=O)c1cccc(Cl)c1
 : 6.8	0.2
> C[C@@H]1CC=CC[C@H](c2cccc(Cl)c2)NC(=O)[C@@H](Cc2ccccc2)N(C)C(=O)c2ccccc2O1 (mixture of isomers)
 : u	1.1
> CO[C@@H]1CN(C)C(=O)c2cc(NS(=O)(=O)c3ccc(Cl)cc3)ccc2OC[C@@H](C)N(C(=O)NC(C)C)C[C@@H]1C
 : -6.8	0.0
> COc1ccc2c3c([nH]c2c1)[C@H](CO)N(C(=O)C1CCCCC1)CC31CN(S(C)(=O)=O)C1
 : -8.2	0.0
> CN1C(=O)c2cc(NC(=O)C3CCOCC3)ccc2OC[C@H]2O[C@H](CC(=O)NCC3CCCCC3)CC[C@H]21
 : 12.3	0.0
> CN1CCN(C(=O)C[C@H]2CC[C@H]3[C@@H](COc4ccc(NC(=O)c5cccs5)cc4C(=O)N3C)O2)CC1
 : 16.9	0.0
> COc1ccc(NC(=O)N(C)C[C@H]2OCCCC[C@@H](C)Oc3ccc(NC(=O)c4ccncc4)cc3C(=O)N([C@H](C)CO)C[C@@H]2C)cc1
 : 2.7	0.0
> CO[C@@H]1CN(C)C(=O)c2cc(NC(=O)c3ccc(F)cc3)ccc2OC[C@@H](C)N(C(=O)CC2CC2)C[C@@H]1C
 : -7.2	0.0
> C[C@H]1CC=CC[C@@H](c2ccccc2)NC(=O)[C@H](C)N(C)C(=O)c2ccccc2O1 (mixture of isomers)
 : -41.3	0.0
> CC(=O)N1[C@@H](CO)[C@@H](c2ccccc2)[C@@H]1CNC(=O)CN1CCOCC1
 : -8.8	0.0
> N#C[C@H]1[C@@H](c2ccccc2C2=CCCC2)[C@@H](CO)N1C(=O)NC1CCCCC1
 : 15.4	0.0
> COCC(=O)N1CC2(C1)CN(Cc1ccc3c(c1)OCO3)[C@H](CO)c1c2c2ccc(OC)cc2n1C
 : -3.3	0.0
> O=C(Cc1ccccn1)N1CC(=O)N2[C@H](CO)[C@H](c3ccc(C#CCC4CCCC4)cc3)[C@@H]2C1
 : 19.1	0.0
> COc1ccccc1NC(=O)N1C[C@H]2[C@@H](c3ccccc31)[C@H](CO)N2CC1CCOCC1
 : 26.0	0.0

Retrieved by structure from the entries so far, 3 records:
Screens in order – DLD1 CTGF mRNA	Pax4 gene expression
> C[C@@H]1CN([C@@H](C)CO)C(=O)CCCn2nncc2CO[C@@H]1CN(C)C(=O)Nc1ccnc(N2CCOCC2)c1
 : -6.0	0.0
> C[C@H]1CN([C@@H](C)CO)C(=O)Cc2cc(NC(=O)CCN3CCOCC3)ccc2O[C@H]1CN(C)Cc1ccc(C(=O)O)cc1
 : 15.2	0.0
> CO[C@@H]1CN(C)C(=O)c2cc(NC(C)=O)ccc2OC[C@@H](C)N(Cc2ccncc2)C[C@H]1C
 : -17.3	0.0

(continued)
SMILES | DLD1 CTGF mRNA | Pax4 gene expression
COc1ccccc1-c1ccc([C@H]2[C@@H](CO)N[C@@H]2CNC(=O)C2CC2)cc1 | 26.9 | 0.0
O=C(c1ccccc1)N1CC(=O)N2[C@H](CO)[C@@H](c3ccc(-c4ccccc4)cc3)[C@H]2C1 | 31.0 | 0.0
CCc1cnc(N2[C@H](CO)[C@@H](c3ccc(-c4cccc(F)c4)cc3)[C@@H]2C#N)s1 | 2.4 | 0.4
CC(C)c1cn(CC[C@H]2CC[C@H](NS(=O)(=O)c3ccc(F)cc3)[C@@H](CO)O2)nn1 | -4.7 | 0.0
CN(C)C(=O)c1ccc(-c2ccc(C3[C@H]4CNC[C@@H]3N4S(=O)(=O)c3ccc(Cl)cc3)cc2)cc1 (stereo partly drawn) | 17.8 | 0.0
N#Cc1ccc(-c2ccc(C3[C@@H]4CN(C(=O)c5cccnc5)C[C@H]3N4)cc2)cc1 (stereo partly drawn) | -27.4&-25.8 | 0.0&0.0
CCCNC(=O)N1[C@@H]2Cn3c(cccc3=O)[C@H]1[C@@H](C(=O)N1CCC(Cc3ccccc3)CC1)[C@@H]2CO | -24.7 | 0.0
Cc1noc(C)c1NC(=O)N(C)C[C@@H]1OCCCC[C@@H](C)Oc2ccc(NC(=O)CCCCCC(=O)Nc3ccccc3N)cc2C(=O)N([C@H](C)CO)C[C@@H]1C | 12.4 | 0.0
C[C@@H]1CN([C@H](C)CO)C(=O)c2cc(C3=CCCCC3)cnc2O[C@@H]1CN(C)S(=O)(=O)c1cn(C)cn1 | 9.9 | 0.0
COc1ccc2c3c([nH]c2c1)[C@H](CO)N(C(=O)C1CCOCC1)CC31CCN(Cc2nccs2)CC1 | 19.5 | 0.1
CNC[C@H]1OCc2cn(nn2)CCCC(=O)N([C@H](C)CO)C[C@@H]1C | -2.0 | 0.0
C[C@@H]1CCCCO[C@@H](CN(C)CC2CCCCC2)[C@@H](C)CN([C@H](C)CO)C(=O)c2cc(NC(=O)Nc3ccc(C(F)(F)F)cc3)ccc2O1 | 18.4 | 0.0
CO[C@H]1CN(C)C(=O)c2cc(NC(=O)NC3CCCCC3)ccc2OC[C@H](C)N(CC2CCOCC2)C[C@H]1C | 22.6 | 0.0
CC(C)NC(=O)N1CC[C@@H]2[C@H]1c1cc(C#Cc3ccccc3)ccc1N(C)[C@@H]2CO | 12.8 | 0.0
O=C(Cc1ccncc1)NCC[C@@H]1CC[C@@H](NS(=O)(=O)c2ccccc2Cl)[C@@H](CO)O1 | 10.0 | 0.0
CCS(=O)(=O)N1CC2(C1)[C@@H](c1ccccc1)[C@@H](CO)N2Cc1ccccn1 | -77.0 | x
COc1cccc(S(=O)(=O)N2C[C@@H](O)COC[C@H]3O[C@H](CC(=O)N4CCN(c5ccccc5)CC4)CC[C@@H]32)c1 | 19.3 | 0.0
Cc1noc(C)c1S(=O)(=O)Nc1ccc2c(c1)C(=O)N([C@@H](C)CO)C[C@H](C)[C@H](CN(C)Cc1ccc(C(=O)O)cc1)OCCCC[C@H](C)O2 | -24.6 | 0.0
COc1ccc(NC(=O)N(C)C[C@H]2Oc3c(NS(=O)(=O)c4c(C)noc4C)cccc3C(=O)N([C@H](C)CO)C[C@H]2C)cc1 | 1.3 | 0.0
COc1ccc(CN(C)C[C@@H]2OCCCC[C@H](C)Oc3ccc(NC(=O)C4CCCCC4)cc3C(=O)N([C@@H](C)CO)C[C@H]2C)cc1 | -30.7 | 0.0

An excerpt (hit frequency here may not be typical).
